Pol beta inh – qHTS Assay for Inhibitors of DNA Polymerase Beta | 340,000 compounds, 1.3% hits | Pol beta primer extension/strand displacement, fluorescence kinetic | Potency, µM (highest dose often 114 µM), without a hit: at the top dose activity change, negative = inhibition, usual class: inhibitors; note: potency is the fitted concentration of half-maximal effect; % is set by controls: 0 for no effect and ±100 for the full control effect
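Human Pol beta at 10 nM; strand-displacement substrate 50 nM final. Compound exposure 15 min at room temperature before start, reaction 10 min at room temperature.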
TRHR ag – qHTS for Small Molecule Agonists and Allosteric Enhancers of Human TRH Receptor: Primary Screen for Agonists | activation, % at 2 µM | 360,000 compounds, 0.18% hits | Thyrotropin-releasing hormone receptor (Homo sapiens), P34981 | AID 493084, 2011 | TRHR cells, calcium flux fluo-8, FDSS agonist mode; in the data active = activation above about 30%; note: 0% is about no effect
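TRHR-expressing cells, plated overnight in medium with 10% serum, were loaded with fluo-8 calcium dye at room temperature. After a 10 s baseline, library compound was pin-added and calcium release was recorded kinetically (ex 480/em 530) as agonist response.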
ERG Ets-DNA blk – qHTS for Small Molecule Inhibitors of the ERG Ets/DNA interaction; Potency, µM (highest dose often 76.9 µM), for inactives: at the top dose FP activity, negative = inhibition, actives largely listed as inhibitors; AID 624246, 2012; 370,000 compounds, 0.028% hits; fluorescence polarization, His-ERG Ets domain / labelled DNA; Transcriptional regulator ERG (Homo sapiens), P11308; active = well fitted inhibition curve with a large enough effect in the polarisation, with a control signal flat; inconclusive = small, poorly fitted or top-dose-only effect, or effect the other way, or a change in a side signal; inactive = no such curve, though single readings can be large or run the other way; the % refers to the polarisation;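 note: polarization taken with two DNA probes labelled with fluorescein and Texas red; potency is the fitted concentration of half-maximal effect; % of control where 0% means no effect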
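His-tagged ERG Ets domain (1 uM in the protein solution; 300mM KCl, 50mM Tris-HCl, 1mM EDTA, 1mM DTT, pH 7.5) received compound, then a probe mix of 5 nM fluorescein-DNA and 100nM Texas-615-DNA. Fluorescence polarization was read for both dyes.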
12-LOX inh – Primary qHTS assay for inhibitors of human arachidonate 12S-lipoxygenase (ALOX12): Round 2 | Potency, µM (top dose mostly 108 µM), inactives show at the highest dose activity change, negative = inhibition, most hits filed as inhibitors | purified 12hLO, xylenol orange hydroperoxide absorbance | Polyunsaturated fatty acid lipoxygenase ALOX12 (Homo sapiens), P18054 | AID 1671190, 2021 | 580,000 compounds, 1.1% hits; note: potency is the fitted concentration of half-maximal effect; % is set by controls: 0 for no effect and ±100 for the full control effect
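Purified human 12hLO at 150 nM in 25 mM Hepes, 0.01% Triton X-100, pH 7.0, preincubated 15 min at room temperature with compound. Reaction started with 40 uM arachidonic acid, 30 min at room temperature. Hydroperoxide measured by Fe-xylenol orange, 573/405 nm absorbance ratio.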
Apoferritin bind – qHTS Assay for Identification of Novel General Anesthetics; 350,000 compounds, 0.074% hits; Ferritin light chain (Equus caballus), P02791; apoferritin/1-aminoanthracene competitive binding, fluorescence; Potency, µM (top dose mostly 77.5 µM), inactives show at the highest dose activity change, negative = displacement, usual class: inhibitors; note: potency is the fitted concentration of half-maximal effect; % is set by controls: 0 for no effect and ±100 for the full control effect; nearly all actives have a fitted effect of over 20% in size
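Concentration-response curves derived by four-parameter Hill fitting of normalized fluorescence, where compounds displaced 1-AMA from 10 uM horse apoferritin following a brief 10 min room-temperature incubation; propofol titration acted as positive control.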
Pol iota inh – qHTS for Inhibitors of Polymerase Iota | Pol iota fluorescent replication assay, 10 min | 390,000 compounds, 1% hits | DNA polymerase iota (Homo sapiens), Q9UNA4 | Potency, µM (titrated, usually from 115 µM), for the others: at the top dose activity, negative = inhibition, hits mostly inhibitors; note: potency is the fitted concentration of half-maximal effect
Target sequence (Q9UNA4 whole entry, looked up): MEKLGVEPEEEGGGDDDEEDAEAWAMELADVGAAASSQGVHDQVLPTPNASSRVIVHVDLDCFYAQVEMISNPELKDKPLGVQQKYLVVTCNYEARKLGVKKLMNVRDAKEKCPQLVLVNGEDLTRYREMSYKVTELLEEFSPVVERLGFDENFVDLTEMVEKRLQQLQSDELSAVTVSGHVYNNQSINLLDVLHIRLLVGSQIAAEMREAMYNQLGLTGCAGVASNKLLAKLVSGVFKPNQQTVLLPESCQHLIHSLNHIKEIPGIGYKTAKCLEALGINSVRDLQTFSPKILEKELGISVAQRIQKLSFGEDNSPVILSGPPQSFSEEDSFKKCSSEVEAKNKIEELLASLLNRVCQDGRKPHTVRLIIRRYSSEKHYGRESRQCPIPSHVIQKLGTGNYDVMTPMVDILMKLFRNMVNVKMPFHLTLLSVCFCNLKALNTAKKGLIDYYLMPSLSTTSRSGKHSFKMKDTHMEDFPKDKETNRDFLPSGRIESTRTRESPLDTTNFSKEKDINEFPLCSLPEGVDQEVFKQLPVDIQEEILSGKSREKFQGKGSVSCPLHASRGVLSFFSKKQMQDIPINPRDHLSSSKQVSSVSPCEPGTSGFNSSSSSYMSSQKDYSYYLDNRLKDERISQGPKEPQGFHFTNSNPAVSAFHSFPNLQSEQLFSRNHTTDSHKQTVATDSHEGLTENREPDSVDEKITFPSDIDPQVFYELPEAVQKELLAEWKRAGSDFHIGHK
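Fluorescent replication assay read twice, at 0 min and 10 min after adding 50 nM (final) substrate. Enzyme (10 nM) and compounds were first incubated 15 min at room temperature; enzyme-free buffer wells were negative controls.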
BLM inh – qHTS Assay for Inhibitors of Bloom's syndrome helicase (BLM) | RecQ-like DNA helicase BLM (Homo sapiens), P54132 | Potency, µM (doses to about 56.1 µM), for the others: at the top dose activity change, negative = inhibition, hits mostly inhibitors | recombinant BLM DNA unwinding, fluorescence dequenching | 350,000 compounds, 0.2% hits | AID 2528, 2010;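 note: potency is the fitted concentration of half-maximal effect; plate controls were vehicle for no effect and no enzyme for full effect; nearly all actives have a fitted effect of over 35% in size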
Pol kappa inh – qHTS for Inhibitors of Polymerase Kappa | Potency, µM (doses to about 107 µM), for inactives: at the highest dose activity, negative = inhibition, hits mostly inhibitors | 400,000 compounds, 0.53% hits | purified Pol kappa, fluorescent DNA synthesis assay, 10 min; note: potency is the fitted concentration of half-maximal effect; % is set by controls: 0 for no effect and ±100 for the full control effect
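Kinetic fluorescence readout at 0 and 10 min followed reaction start with substrate at 50 nM final. Beforehand, enzyme (10 nM Pol kappa) stood 15 min with compound at room temperature; buffer-only wells were negative controls.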
APE1 inh – qHTS Assay for Inhibitors of the Human Apurinic/apyrimidinic Endonuclease 1 (APE1); Potency, µM (titrated, usually from 65.8 µM), inactives show top-dose activity change, negative = inhibition, hits mostly inhibitors; recombinant APE1, TAMRA/BHQ-2 abasic DNA cleavage fluorescence; DNA repair nuclease/redox regulator APEX1 (Homo sapiens), P27695; AID 2517, 2012; 350,000 compounds, 0.35% hits;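 note: potency is the fitted concentration of half-maximal effect; plate controls were vehicle for no effect and reference inhibitor for full effect; nearly all actives have a fitted effect of over 55% in size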
Target sequence (P27695 whole entry, looked up): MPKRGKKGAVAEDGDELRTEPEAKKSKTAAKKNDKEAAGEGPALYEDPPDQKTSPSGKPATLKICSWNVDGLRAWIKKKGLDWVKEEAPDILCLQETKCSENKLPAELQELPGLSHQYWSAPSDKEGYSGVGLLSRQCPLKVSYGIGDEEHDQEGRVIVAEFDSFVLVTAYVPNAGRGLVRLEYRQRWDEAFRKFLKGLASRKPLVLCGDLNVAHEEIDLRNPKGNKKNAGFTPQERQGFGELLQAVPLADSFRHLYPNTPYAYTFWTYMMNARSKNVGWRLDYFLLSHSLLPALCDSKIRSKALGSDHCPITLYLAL
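Compound pre-exposure to 0.75 nM APE1, 15 min at ambient temperature. Reaction initiated with 50 nM TAMRA/BHQ-2 THF substrate, read immediately in kinetic mode, 525 nm excitation, 598 nm emission.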
An asterisk follows results filed as active; ? = inconclusive; . = no result given; & = joins results of further samples; [ ] = remark or other dose. Unless noted, calls come from the whole dose curve; as a rule, active = well fitted curve in the direction sought with a large enough effect; inconclusive = small, poorly fitted or top-dose-only effect, or another doubt; inactive = no such curve, though single readings can be large; an effect the other way counts as inactive or inconclusive.

SMILES | Pol beta inh | TRHR ag | ERG Ets-DNA blk | 12-LOX inh | Apoferritin bind | Pol iota inh | BLM inh | Pol kappa inh | APE1 inh
COc1ccc(CNC(=O)CCSc2ccc(F)cc2)cc1OC | 2% | 0.0 | 1% | -12% | -6% | 20% | 0% | -7% | -8%
O=C(NCCc1ccc(F)cc1)c1n[nH]c2ccccc12 | 5% | -0.2 | 0% | 0% | ? | 12% | -2% | -5% | -3%
COc1ccc(-c2cn3cc(C)ccc3n2)cc1OC | -27% | 0.5 | 13% | -17% | -1% | 33%[activator] | 4% | -1% | -5%
C=CCC[C@@H](Cc1ccc(F)cc1)C(=O)OC[C@H](Cc1c[nH]c2ccccc12)NC(=O)[C@@H](CC=C)CC(=O)N[C@@H](CO)Cc1ccccc1 | . | . | 18% | -17% | . | 25% | . | 3% | -1%
CCN(CCCNC(=O)c1c(C)oc2ncn(CC(C)C)c(=O)c12)Cc1ccccc1 | -9% | 0.0 | 0% | -17% | -7% | 9% | 2% | -12% | .
O=C(c1ccc(F)c(S(=O)(=O)N2CCOCC2)c1)N(CCc1ccccc1)Cc1ccccc1 | . | 0.2 | -14% | -14% | . | 13% | . | -7% | -16%
Cc1cccc(N2C(=O)CS/C2=N\NC(=O)c2ccc(Cl)cc2)c1C | -9% | 0.0 | -13% | 2% | -8% | 18% | -13% | 11% | -9%
Cc1ccc(NC(=O)NC(=O)c2ccccc2)cc1F | 39% | 0.9 | 1% | . | -7% | 159%[activator] | -6% | 2% | 20%
CC(C)CN(C#N)c1nc(N2CCOCC2)nc(N2CCOCC2)n1 | -1% | -1.5 | 0% | -14% | -4% | 3% | 1% | -15% | -4%
Cc1ccc(-c2cc(C(=O)Nc3cc(C)on3)c3ccccc3n2)c(C)c1 | -4% | 0.4 | 0% | -23%&4% | ? | -6% | -15% | -1% | 0%
COc1cc(NS(=O)(=O)c2ccc(NC(=O)c3ccc(F)cc3)cc2)ncn1 | -7% | -0.7 | 11% | -9% | -4% | 14% | 2% | 0% | 62%[activator]
Nc1nc(SCC(=O)Nc2ccc(OCc3ccccc3)cc2)n[nH]1 | 2% | -0.2 | -9% | -5% | -17% | ? | -7% | 0% | -2%
O=c1c2ccccc2[nH]c(=S)n1CCCn1ccnc1 | 15% | 1.1 | 1% | ? | -1% | 34%[activator] | -1% | -5% | 26%
CCOc1ccc(NC(=O)CN2CCc3ccccc3C2)cc1 | 0% | 0.0 | -6% | 0% | -9% | 108%[activator] | -3% | -6% | 40%[activator]
COc1ccc(-c2nn(-c3ccccc3)cc2CNCc2cccnc2)c(F)c1 | ? | -0.5 | 13% | 3% | 1% | 124%[activator] | 0% | -3% | 14%
COc1ccc(CCN2CCC(CNC(=O)c3cnn(-c4cccc(Cl)c4)c3C3CCN(C(=O)OC(C)(C)C)CC3)CC2)cc1 | 4% | 1.6 | 3% | ? | -17% | 1% | 3% | -5% | .
Cc1cccc(C(=O)NCCNC(=O)c2cccnc2)c1 | 18% | 0.4 | 1% | 0% | -12% | 16% | -3% | 9% | -5%
CCOC(=O)/C=C/C(=O)OCc1csc(CC(=O)Nc2ccccc2C)n1 | -71% | -1.0 | -3% | -3% | -7% | -2% | -21% | 2% | 10%
CC(=O)NC(CC(=O)OCC(=O)Nc1ccc2c(c1)OCO2)c1ccccc1 (configuration not stated) | -1% | -0.6 | 0% | 2% | -12% | 25% | 2% | 5% | 22%
Cn1c(=O)c2c(nc(Oc3cccc(Br)c3)n2C)n(C)c1=O | 13% | -1.1 | 3% | 0% | 24% | 12% | 0% | 8% | 43%
COc1ccc(OC)c(NC(=O)CCN2CCN(CCO)CC2)c1 | 32% | 0.1 | 3% | -9% | -6% | 9% | -3% | -6% | 10%
CCOC(=O)c1ccc(NC(=O)CSc2ccc(-c3ccncc3)nn2)cc1 | -9% | -0.3 | 5% | 2% | -5% | 41%[activator] | -4% | -13% | 3%
COc1ccc2c(c1OC)C(=O)N1c3ccccc3C(=O)N(c3ccc(F)cc3)C21 (configuration not stated) | 1% | 0.8 | -4% | 429%[activator] | 1% | -4% | 4% | -17% | 18%
Cc1cc(F)ccc1S(=O)(=O)N1CCCOC1CNC(=O)C(=O)NCCC1=CCCCC1 (configuration not stated) | -15% | -0.2 | 3% | 30%[activator] | 5% | -7% | 4% | 0% | 4%
CCOC(=O)C1CCCN(C(=O)CCCOc2cc(=O)n(C)c3ccccc23)C1 (configuration not stated) | 17% | -0.1 | -3% | 0% | -17% | 37%[activator] | 1% | -6% | -2%
Cc1ccc(-c2nn(-c3ccccc3)c3c2cnc2ccccc23)cc1C | -24% | -0.2 | 7% | 0% | -11% | ? | -4% | -13% | .
CNC1C(O)C(O)C(CO)O[C@H]1OC1C(O[C@@H]2C(O)C(O)[C@@H](N=C(N)N)C(O)C2N=C(N)N)OC(C)[C@]1(O)C=O (some centres not stated) | . | . | . | . | -2% | . | 32%[activator] | -6%[60.1 µM] | -11%
CCOc1ccccc1CN1CCNC(=O)C1CC(=O)NCCC1=CCCCC1 (configuration not stated) | 2% | 0.0 | -9% | ? | ? | 10% | -1% | -9% | 60%[activator]
COC(=O)c1cc(NC(=O)c2cccc(C(F)(F)F)c2)c(=O)oc1C | 33% | -1.6 | -7%[15.4 µM] | 1% | -18% | 50%[activator] | -1% | -11% | -9%
CCOc1ccc(N2CC(=O)SC2=S)cc1 | 5% | -0.1 | . | -12%[57.4 µM] | ? | 8% | -3% | -8%[60.1 µM] | -2%
CCOC(=O)N1CCN(c2ccc(S(=O)(=O)N(Cc3ccccc3)Cc3ccccc3)cn2)CC1 | 0% | 3.9 | 6% | -12% | 7% | 21% | -13% | 2% | 13%
O=C(CSc1nnc(NC(=O)c2ccco2)s1)Nc1ccc2c(c1)OCCO2 | 20% | 0.2 | 0% | 3% | -4% | 5% | -1% | 12% | 13%
Cc1ccc(-n2ccn(CC(=O)NCCc3ccccc3)c(=O)c2=O)cc1C | 54%&-1%[activator] | 0.9&-0.3 | 0%&-1% | -5%&-14% | -4%&-6% | -4%&21% | -4%&2% | -6%&-8% | -1%
Cc1ccc(-n2nnnc2Sc2nc([N+](=O)[O-])nn2C)cc1 | 30% | -0.1 | 3% | -20% | 1% | 15% | 5% | -4% | 15%
CCc1ccccc1NC(=O)C1CCCN(c2nnc(-n3c(C)ccc3C)s2)C1 (configuration not stated) | 10% | -2.2 | 2% | -5% | -12% | -6% | -4% | -18% | .
COc1ccc([N+](=O)[O-])cc1-n1cccc1 | 2% | -0.2 | 0% | -21% | 6% | -11% | -3% | -13% | 2%
COc1ccccc1C(=O)Nc1nc(-c2ccccc2)ns1 | -12% | -0.4 | 2% | 5% | -8% | 18% | 3% | -25% | .
CCOC(=O)C1(C(=O)OCC)CCN(S(=O)(=O)c2ccccc2)CC1 | . | . | -3% | 1% | . | 90%[activator] | . | -15% | .
C[C@H](CO)N1C[C@H](C)[C@@H](CN(C)S(=O)(=O)c2ccccc2)Oc2ccc(NS(=O)(=O)c3cccs3)cc2C1=O | . | . | -1% | -16% | . | 11% | . | -2% | -22%
O=C(Nc1ccccc1Cl)c1ccc(-c2ccccn2)s1 | 11% | 0.1 | 0% | 0% | -4% | 0%[58.9 µM] | -1% | -6% | -1%
COc1cc([N+](=O)[O-])ccc1NC(=O)C[n+]1cccc(C)c1 | ? | 0.3 | -2% | 7% | -10% | 15% | -14% | 0% | 0%
Cc1ccc(C)c(CSc2nnc(-c3cccs3)n2Cc2ccco2)c1 | 15% | -0.3 | 2% | 0% | 7% | 7% | -10% | -4% | -2%
CN1C(=O)c2ccccc2Sc2ccc(NC(=O)N3CCCC3)cc21 | 19% | -0.6 | -10% | 0% | -17% | 3% | -3% | -20% | -2%
CCOc1ccc(CCNC(=O)c2cnc3sc(N4CCC(C)CC4)nn3c2=O)cc1 | -3% | -0.4 | -8% | -15% | -16% | ? | -2% | -2% | .
O=C(CN1C(=O)NC2(CCc3ccccc32)C1=O)Nc1ccccc1OC(F)F (configuration not stated) | . | 1.5 | 10% | -9% | . | 13% | . | -5% | 4%
COc1cc(C(=O)Nc2ccc(O)cc2)ccc1OC(C)=O | -7% | 0.2 | 5% | 0% | -4% | -4% | 0% | -2% | 3%
Cc1cc(N2CCN(c3cccc(C)c3C)CC2)n2nc(C)c(-c3ccc(Cl)cc3)c2n1 | -17% | 0.8 | -16% | -2% | 3% | 27% | -3% | -19% | .
Cc1cccc(NC(=O)CN2CCC(NC(=O)C3CCCCC3)CC2)c1C | -9% | 0.3 | -2% | -10% | 21% | 66%[activator] | 4% | 1% | -12%

Exported with each value named: entries from further up.
> Cc1cc(N2CCN(c3cccc(C)c3C)CC2)n2nc(C)c(-c3ccc(Cl)cc3)c2n1
- Pol beta inh: -17%
- TRHR ag: 0.8
- ERG Ets-DNA blk: -16%
- 12-LOX inh: -2%
- Apoferritin bind: 3%
- Pol iota inh: 27%
- BLM inh: -3%
- Pol kappa inh: -19%
- APE1 inh: .

> Cc1cccc(NC(=O)CN2CCC(NC(=O)C3CCCCC3)CC2)c1C
- Pol beta inh: -9%
- TRHR ag: 0.3
- ERG Ets-DNA blk: -2%
- 12-LOX inh: -10%
- Apoferritin bind: 21%
- Pol iota inh: 66%[activator]
- BLM inh: 4%
- Pol kappa inh: 1%
- APE1 inh: -12%

Only part of the results is shown (hit frequency here may not be typical).
